Bioassay records from PubChem BioAssay.
m-calpain inh: calpain II (pig) inhibition; purified calpain II, fluorogenic peptide substrate, 30 min; inhibition, % at 16 µM; 220,000 compounds, 0.37% hits;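 active = inhibition above about 50%, limit read from the data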
Cl transport mod: modulators of human KCC2 chloride dependent transport. 190,000 compounds, 2.2% hits. KCC2 cells, thallium flux FluoZin-2 fluorescence. B-score of Tl+ flux slope (higher = more flux/activation; lower = inhibition) at 10 µM. Q9H2X9;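 active = thallium flux slope and its plate-corrected score both differing from the plate sample mean at a set confidence after two filtering rounds, in either direction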;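 also: slope of fluorescence scaled to starting intensity during 10 to 20 s after thallium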
Rad51 HR inh: blocks human Rad51 in homologous recombination | 200,000 compounds, 0.085% hits | Q06609 | AID 1385 | inhibition, % at 10 µM | hRad51 DNA strand exchange, fluorescence dequenching;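 active = inhibition above 40% at the single screening dose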;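 also: 0% = DMSO control wells and 100% = blanks with heterologous ssDNA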
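Test system: preformed human Rad51 ssDNA filaments; also added: Donor/quencher-labelled 47-bp dsDNA substrate; doses: 10 µM final, single point; times: 37 °C 15-min filament assembly, 30-min compound preincubation, 15-min exchange; detection: FRET fluorescence dequenching, excitation 485 nm, emission 520 nm; read-out basis: Fluorescence-based percent inhibition, control- and blank-normalised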
Thrombin inh: inhibitors of human thrombin | alpha-thrombin, Boc-VPR-AMC fluorogenic substrate cleavage | inhibition, % at 5 µM | P00734 | 220,000 compounds, 0.26% hits;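 active = inhibition at or above 40%; inactive = inhibition below 40%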;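 also: 0% = enzyme with no compound and 100% = wells without enzyme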
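System – human alpha-thrombin · Medium – pH 7.5 Tris (50 mM) with NaCl 150 mM, Tween 20 0.05% · Compound – single-point dosing at 5 µM, 0.2% DMSO · Incubation – enzyme reaction carried out at room temperature · Technique – fluorescence of released AMC, ex 355 nm, em 460 nm · Read-out basis – % inhibition of thrombin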
hK5 inh: blocks human kallikrein 5 protease activity; Q9Y337; recombinant hK5, fluorogenic AMC substrate cleavage; inhibition, % at 5 µM; 210,000 compounds, 0.59% hits; AID 873;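 active = inhibition of 40% or more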;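 also: 0% = enzyme controls without compound and 100% = no-enzyme blanks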
Target sequence (Q9Y337 67-293 limits assumed): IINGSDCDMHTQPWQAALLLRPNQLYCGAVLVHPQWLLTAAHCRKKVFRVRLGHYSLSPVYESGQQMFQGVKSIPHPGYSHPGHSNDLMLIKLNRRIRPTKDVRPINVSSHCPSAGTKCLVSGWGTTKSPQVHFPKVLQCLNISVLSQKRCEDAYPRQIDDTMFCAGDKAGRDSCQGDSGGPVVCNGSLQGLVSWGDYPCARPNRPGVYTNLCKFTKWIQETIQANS
PERK inh: inhibitors of human PERK kinase; 220,000 compounds, 0.17% hits; inhibition, % at 5.6 µM; CHO PERK-DD fusion, SEAP luminescence translation reporter; Q9NZJ5;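 active = inhibition above the mean inhibition of all tested compounds plus 3 SD, set separately per screening campaign, cut at about 2.9% in these data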;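 also: PERK kinase domain activated by AP20187 dimerizer at 100 nM; 0% = DMSO with dimerizer and 100% = rapamycin at 8.4 µM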
FXIa inh 1536: inhibitors of human coagulation factor XIa. purified FXIa, Boc-Glu-Ala-Arg-AMC fluorogenic substrate. 220,000 compounds, 0.14% hits. P03951. AID 798. inhibition, % at 5 µM;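 active = inhibition of at least 40%; inactive = inhibition below 40%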;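 also: fluorescence of freed AMC excited at 355 nm; 0% = enzyme without compound and 100% = no enzyme blank; many of its hits are not listed in these tables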
Furin inhibitor: inhibitors of human furin; P09958; purified furin, fluorogenic substrate cleavage; inhibition, % at 30 µM; 220,000 compounds, 0.061% hits; in the data active = inhibition above about 25%; also: inactives centre near -15
FXIIa inh 1536: inhibitors of human coagulation factor XIIa. AID 800. purified FXIIa, Boc-QGR-AMC fluorogenic substrate, 2 h. 220,000 compounds, 0.3% hits. P00748. inhibition, % at 5 µM; in the data active = inhibition above about 40%;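 also: 0% = enzyme with no compound and 100% = blank without enzyme; many of its hits are not listed in these tables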
Target sequence (P00748 20-372 limits assumed): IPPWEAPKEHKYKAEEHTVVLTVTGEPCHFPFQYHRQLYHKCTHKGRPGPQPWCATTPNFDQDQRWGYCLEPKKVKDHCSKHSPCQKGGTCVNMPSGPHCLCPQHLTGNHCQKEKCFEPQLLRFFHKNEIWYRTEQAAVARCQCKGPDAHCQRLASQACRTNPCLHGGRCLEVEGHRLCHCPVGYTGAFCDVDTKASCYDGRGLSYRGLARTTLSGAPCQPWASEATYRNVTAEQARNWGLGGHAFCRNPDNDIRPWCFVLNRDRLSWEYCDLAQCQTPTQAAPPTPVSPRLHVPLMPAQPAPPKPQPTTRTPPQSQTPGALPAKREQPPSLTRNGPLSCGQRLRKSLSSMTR
Target sequence (P00748 373-615 limits assumed): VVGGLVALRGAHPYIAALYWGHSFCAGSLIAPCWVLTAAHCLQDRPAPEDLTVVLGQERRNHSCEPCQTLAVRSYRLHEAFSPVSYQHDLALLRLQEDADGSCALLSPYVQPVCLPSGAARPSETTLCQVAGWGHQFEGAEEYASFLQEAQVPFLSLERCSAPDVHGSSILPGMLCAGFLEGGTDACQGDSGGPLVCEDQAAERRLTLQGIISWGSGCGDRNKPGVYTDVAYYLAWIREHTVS
* marks the source's active call; other numbers are inactive results; . = no result given; [ ] = remark or other dose. This is a subset (hit frequency here may not be typical).

SMILES	m-calpain inh	Cl transport mod	Rad51 HR inh	Thrombin inh	hK5 inh	PERK inh	FXIa inh 1536	Furin inhibitor	FXIIa inh 1536
CCOc1ccccc1-n1c(C)cc(C=O)c1C	5	0.55	4	0	-18	1.2	-4	-23	-5
Cc1ccc(S(=O)(=O)NCCCCCC(=O)NC(C)(C)CO)cc1	23	1	3	4	-2	-1.2	5	-4	16
c1ccc(-c2nnc(-c3ccccn3)s2)nc1	37	.	5	-6	-1	0.6	-1	-15	2
COc1ccc(CCN2C(=O)/C(=C\c3ccco3)SC2=S)cc1OC	-19	0.7	-14	2	0	0.5	7	-18	7
C=CCn1c(SCC(=O)c2cc(C)n(Cc3cccs3)c2C)nnc1-c1ccncc1	-50	0.035	-7	-7	-5	-0.3	-8	-16	-23
CCOC(=O)c1ccc(NC(=O)COc2ccc(CNC3CCCCC3)cc2OC)cc1	16	-1.1	3	2	-19	-0.8	6	-19	-1
CC1=CC(c2ccccc2)n2nc(NC(=O)CCC(=O)O)nc2N1 (centres undefined)	-321	.	4	-9	-8	-1.2	-3	-18	-1
CCOC(=O)c1ccc(NC(=S)N(CCCN2CCN(C)CC2)Cc2cccs2)cc1	9	0.0026	-5	-10	-5	-0.3	-6	-14	1
Cc1ccc(Nc2cc(-c3ccccc3)nc3ncnn23)cc1	14	-0.12	-13	-3	2	-0.1	1	-21	-1
CC(C)(OC(=O)NC(=O)C(F)(F)F)C(C)(C)OC(=O)NC(=O)C(F)(F)F	7	.	-4	-4	6	1.2	-2	-21	7
CCN(C(=O)CSc1ncccc1C(=O)Oc1cccc([N+](=O)[O-])c1)c1cccc(C)c1	-6	-1	-4	-8	-12	0.3	-9	-13	2
CCOc1cc(CNc2ncc(-c3ccc(OC)cc3)n2C)ccc1O	-17	.	4	-2	-14	-0.4	7	-20	12
O=C(c1nc2ccccn2c1CN1CCC(Cc2ccccc2)CC1)N1CCCC1	11	-0.14	.	-5	.	1.1	-2	-15	2
CCOc1cc(NC(=O)c2ccco2)c(OCC)cc1NC(=O)Cc1ccc(OC)c(OC)c1	-342	.	-5	3	-11	-1.5	9	-6	17
CCC(C)(C)n1nnnc1C(c1cc2cc(C)ccc2[nH]c1=O)N1CCCC1 (centres undefined)	-16	-0.015	8	3	-5	0.4	-10	-22[20 µM]	-6

Brought forward from above: four entries, followed by the next part.
SMILES	m-calpain inh	Cl transport mod	Rad51 HR inh	Thrombin inh	hK5 inh	PERK inh	FXIa inh 1536	Furin inhibitor	FXIIa inh 1536
CCOc1cc(CNc2ncc(-c3ccc(OC)cc3)n2C)ccc1O	-17	.	4	-2	-14	-0.4	7	-20	12
O=C(c1nc2ccccn2c1CN1CCC(Cc2ccccc2)CC1)N1CCCC1	11	-0.14	.	-5	.	1.1	-2	-15	2
CCOc1cc(NC(=O)c2ccco2)c(OCC)cc1NC(=O)Cc1ccc(OC)c(OC)c1	-342	.	-5	3	-11	-1.5	9	-6	17
CCC(C)(C)n1nnnc1C(c1cc2cc(C)ccc2[nH]c1=O)N1CCCC1 (centres undefined)	-16	-0.015	8	3	-5	0.4	-10	-22[20 µM]	-6
O=C1N(c2cccc(Cl)c2)C(c2ccccc2)N2CCCN12 (centres undefined)	-7	0.016	-1	1	-3	0.2	5	-22	9
CNC(=O)CN(c1ccc(F)cc1)S(=O)(=O)c1cc(C)ccc1OC	-13	.	0	-4	-8	0.6	-3	-22[20 µM]	9
COc1ccc(CC(=O)Nc2cc(C)ccc2O)cc1OC	19	0.14	.	1	2	1.0	2	-20	8
c1ccc(Cc2nnc3sc(-c4ccc5c(c4)OCCO5)nn23)cc1	-115	-1.5	-1	2	-8	0.6	6	-27	15
CCCNC(=O)CC(NS(=O)(=O)c1ccc(NC(C)=O)cc1)C(C)C (centres undefined)	18	0.27	12	4	-5	2.5	0	-19	5
CC(C)n1c(SC2C(=O)CC(C)(C)CC2=O)nc2c1c(=O)n(C)c(=O)n2C	-16	0.11	6	-5	-4	1.1	-4	-13	5
Cc1ccc(NC(=O)C(OC(=O)c2ccc(F)cc2)c2ccccc2)cc1Cl (centres undefined)	-3	1.2	-12	-6	-1	0.4	-1	-25	2
O=S(=O)(/N=C(/Nc1ccc(F)cc1F)c1ccccc1)c1ccc(Br)cc1	4	1.1	-2	-22	-7	-0.4	0	-19	5
Cc1ccc(S(=O)(=O)N2CCCOC2CNC(=O)C(=O)NCc2cccnc2)cc1 (centres undefined)	3	-1.7	-3	-7	-12	0.3	-2	-23	1
CC1CCCN(c2nc(NCc3ccco3)nc(N)c2[N+](=O)[O-])C1 (centres undefined)	22	-0.55	10	1	-10	-0.4	3	-12	8
Nc1nc2n(n1)C(=O)CC(c1ccccc1[N+](=O)[O-])N2 (centres undefined)	-20	1.3	1	-4	-3	0.4	1	-27	-4
COc1cc2c(ccc3cc(OC)c(OC)c(O)c32)cc1O	-33	-0.053	13	6	-2	.	4	-23	10
CC(=O)c1cccc(NC(=O)CN(c2ccc(C)cc2)S(=O)(=O)c2cccc3nonc23)c1	-54	.	.	2	-2	-0.8	-1	-17	17
Cc1ccc2[nH]c3c(c2c1)CN(C(=O)CN1CC(C)OC(C)C1)CC3 (centres undefined)	-93	-1	4	-13	-14	-0.9	-5	-14[20 µM]	1
CC(C)(C)C(=O)OCc1nc(-c2ccc(F)cc2)cs1	28	-1.7	21	-3	2	2.0	7	-19	3
Cc1nn(C2CCS(=O)(=O)C2)c(Cl)c1/C=C/C(=O)OCC(=O)Nc1ccc2c(c1)OCO2 (centres undefined)	-10	0.0092	-23	-10	6	1.5	-1	-30	6
CC(C)OC(=O)c1c(NC(=O)c2cccs2)sc2c1CCCC2	-481	0.58	.	-4	-24	1.7	-14	-10	4
c1ccc(-n2cnnc2SCc2cn3ccsc3n2)cc1	-1	0.58	0	-1	2	-0.4	-9	-21	-2
COc1ccc(CCC(N)=O)cc1OC	13	.	-1	0	5	-0.2	-5	-15[20 µM]	-8
Nc1c(-c2ccccc2)cnn1-c1ccc(C(=O)O)cc1	-42	0.17	7	3	-28	0.2	-5	-13[20 µM]	12
c1ccc(CNc2nc3ccccc3n3cnnc23)cc1	-13	-0.24	-7	2	-4	0.2	4	-33	13
CCOCC(=O)Nc1cccc(Br)c1	-31	0.074	-8	-10	3	0.2	0	-11[20 µM]	-4
COc1cc(C(=O)Nc2nnc(SC)s2)c([N+](=O)[O-])cc1OC	25	.	.	-6	-1	-0.6	-2	-6	7
CN(C)CCN(C(=O)c1cc(Cl)sc1Cl)c1nc2ccc(F)cc2s1	-3	-0.061	1	-6	1	0.8	3	-22	10
CCCCCCSC1=C(C#N)C(c2ccc(C)o2)CC(=O)N1 (centres undefined)	35	-2.6	5	-18	-28	0.1	15	-15	15
CCOc1ccc(C(CC(=O)O)NC(=O)COc2ccccc2)cc1 (centres undefined)	-19	-0.0022	3	1	-13	0.6	-1	5	10
COc1ccc(C2CC(c3cccs3)=NN2C(=O)CSc2nnnn2C)cc1OC (centres undefined)	15	-0.97	-11	10	34	-1.7	26	1	25
O=C(COC(=O)c1ccccc1Cl)Nc1nccs1	-14	.	-5	-1	1	1.6	5	-16[20 µM]	17
Cc1ccc(S(=O)(=O)CCC(=O)O)cc1C	-9	-0.41	-5	-1	-4	0.3	7	-14[20 µM]	7
CC1(C)Cc2ccccc2-c2nnc(SCc3ccccc3)n21	13	.	-2	-1	-1	-0.4	2	-8[20 µM]	6

Some of these compounds in order of their number in FXIa inh 1536, highest first.
| SMILES | FXIa inh 1536 |
| --- | --- |
| O=C(COC(=O)c1ccccc1Cl)Nc1nccs1 | 5 |
| Cc1ccc(Nc2cc(-c3ccccc3)nc3ncnn23)cc1 | 1 |
| O=C(c1nc2ccccn2c1CN1CCC(Cc2ccccc2)CC1)N1CCCC1 | -2 |

Other entries
SMILES	m-calpain inh	Cl transport mod	Rad51 HR inh	Thrombin inh	hK5 inh	PERK inh	FXIa inh 1536	Furin inhibitor	FXIIa inh 1536
Clc1ccc(C2CC(c3cccs3)n3ncnc3N2)c(Cl)c1 (centres undefined)	20	-0.65	.	-1	0	0.1	0	-21	9
COc1ccccc1NS(=O)(=O)c1cc(NC(=O)c2cccs2)ccc1N1CCCCC1	-60	0.23	1	-6	-8	-1.0	-5	-7	7
CC(=O)Nc1cc2c(cc1Br)OCCO2	6	0.55	-6	-2	-7	0.5	2	-27[20 µM]	11
O=C(/C(=C/O)N=Nc1ccc(Cl)cc1)c1ccncc1	11	-2.2	8	2	3	0.5	-3	-24[20 µM]	6
Cc1cccc(-n2cnc3cc(C(=O)N4CCCCC4)ccc32)c1	42	-0.29	-9	-2	-4	-1.1	-5	-10	5
COc1ccc(N(CC(=O)NCCC2=CCCCC2)S(=O)(=O)c2ccccc2)cc1OC	-6	-0.015	-5	-3	-2	-0.3	10	-19	7
CC(NC(=O)C1CCC1)c1ccc(Cl)cc1 (centres undefined)	-38	1.2	-5	1	-33	1.3	-14	5[20 µM]	8
O=C(CNC(=O)c1ccccc1)OC(C(=O)c1ccccc1)c1ccccc1 (centres undefined)	33	-0.5	-2	-3	5	0.4	-4	-12	-3
CCCN(CC(=O)Nc1ccc(Cl)cc1Cl)C(=O)/C=C/c1cccc([N+](=O)[O-])c1	18	-0.34	-2	-4	-1	-0.2	5	-2	7
Cc1cccc(Nc2ncc3c(n2)CC(c2ccco2)CC3=O)c1 (centres undefined)	-8	0.85	-14	-18	-12	-0.5	-9	-10[20 µM]	3
COC(=O)c1ccc2nc(NC(=O)CN3C(=O)CCC3=O)sc2c1	2	0.89	-8	15	50*	1.2	13	-22	21
N#Cc1c(/N=C\c2ccc(O)c([N+](=O)[O-])c2)sc2c1CCCC2	33	-1.7	-5	-22	1	0.5	-1	-13	11
Cc1cccc(NC(=O)CSc2n[nH]c(-c3ccncc3)n2)c1	7	.	-12	-1	-5	-0.1	-4	-19	4
O=S(=O)(c1ccc(F)c(F)c1F)N1CCN(C(=S)Nc2ccccc2)CC1	-95	-0.016	-1	-9	5	2.0	1	-22	6
COc1ccc(OC)c(N2CC(O)(c3ccccc3)[N+]3=C2SCCC3)c1 (centres undefined)	10	-1.3	5	-5	-23	0.6	-8	-7	-2
O=[N+]([O-])c1ccc(O)c(/C=N/NC2=NS(=O)(=O)c3ccccc32)c1	6	-0.011	-81	-2	-12	0.3	4	-4	4
Cc1cccn2c(=O)c(/C=C(\C#N)S(=O)(=O)c3ccccc3)c(N3CCC(C(N)=O)CC3)nc12	-15	-1.5	-6	-5	-12	0.0	-1	-11[20 µM]	8
O=C(Nc1cccc2ncccc12)c1cc2ccccc2o1	-12	-1.2	12	-1	3	-0.2	2	-5	8
c1ccc(N2CCN(c3nc4ccccc4n4cnnc34)CC2)cc1	2	0.055	-9	-5	0	-0.1	4	-15	13
CCOc1ccc(C(=O)NCCC2=CCCCC2)cc1OCC	15	-1.7	-2	0	-19	0.2	-6	-18	-5
Cc1cc([N+](=O)[O-])nn1CCCC(=O)O	8	2	.	-4	.	2.1	-3	-20	4
COC(=O)CC1C(=O)NCCN1C(=O)CSc1nnc(Nc2ccc(OC)cc2)s1 (centres undefined)	-5	-0.044	1	3	-8	1.7	4	15	24
O=C(NC(=S)NCCc1ccc(Cl)cc1)c1ccco1	-6	.	-9	-4	-10	0.2	-5	-15	5
CC(C)C(=O)Nc1ccc(NC(=O)c2ccccn2)cn1	20	.	-4	-1	29	0.1	1	-9	7
